Screening results deposited in PubChem by The Scripps Research Institute Molecular Screening Center.
PAFAH1B3 inh: PAFAH1B3 enzyme inhibitors, primary screen, biochemical, fluorescence polarization, human; Platelet-activating factor acetylhydrolase IB subunit alpha1 (Homo sapiens), Q15102; recombinant PAFAH1B3, FP-rhodamine probe; inhibition, % at 3.39 µM; actives 0.28% (n = 340,000);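 active = inhibition above the screen-wide average of all tested compounds plus 3 SD, cut at about 25% in these data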;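 also: 0% = enzyme with DMSO only and 100% = wells lacking PAFAH1B3 protein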
ZTA DNA inh: ZTA (EBV) inhibition in EBNA-1 counter-screen | inhibition, % at 11 µM | P03206 | AID 2234 | ZTA-DNA binding, fluorescence polarization | actives 0.15% (n = 320,000); in the data active = inhibition above about 33%
Target sequence (P03206 whole entry, looked up): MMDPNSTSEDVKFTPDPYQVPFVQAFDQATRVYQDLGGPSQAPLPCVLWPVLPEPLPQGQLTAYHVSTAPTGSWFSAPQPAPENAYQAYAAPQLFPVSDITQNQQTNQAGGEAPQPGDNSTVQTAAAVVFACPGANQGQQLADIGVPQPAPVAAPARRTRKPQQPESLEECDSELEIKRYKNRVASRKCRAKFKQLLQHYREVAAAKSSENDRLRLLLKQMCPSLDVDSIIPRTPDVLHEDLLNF
LYPLA2 inh: LYPLA2 inhibitors, primary screen, counter-screen for PME1 inhibitor project, biochemical, fluorescence polarization, FP-Rh probe ABPP; AID 2177, 2009; inhibition, % at 5.9 µM; Acyl-protein thioesterase 2 (Homo sapiens), O95372; actives 0.38% (n = 320,000); recombinant LYPLA2;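 active = inhibition above the screen-wide mean plus 3 SD, limit set per campaign, cut at about 26% in these data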;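 also: 0% = LYPLA2 with DMSO and 100% = wells lacking LYPLA2 enzyme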
Target sequence (O95372 whole entry, looked up): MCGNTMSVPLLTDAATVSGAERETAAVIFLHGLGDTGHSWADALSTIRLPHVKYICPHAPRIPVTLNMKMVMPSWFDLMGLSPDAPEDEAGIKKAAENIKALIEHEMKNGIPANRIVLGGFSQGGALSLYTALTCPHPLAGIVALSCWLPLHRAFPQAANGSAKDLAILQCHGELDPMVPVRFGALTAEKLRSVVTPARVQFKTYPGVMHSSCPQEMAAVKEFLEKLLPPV
PREPL inh: PREPL enzyme inhibitors, primary screen, biochemical, fluorescence polarization; inhibition, % at 5.96 µM; AID 2751, 2010; Prolyl endopeptidase-like (Homo sapiens), Q4J6C6; actives 0.68% (n = 320,000); recombinant PREPL, fluorescence polarization activity-based probe; in the data active = inhibition above about 43%;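 also: 0% = enzyme with DMSO and 100% = wells lacking enzyme; many of its hits are not listed in these tables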
LYPLA1 inh: LYPLA1 inhibitors, primary screen, counter-screen for PME1 inhibitor project, biochemical, fluorescence polarization, FP-Rh probe ABPP. actives 0.16% (n = 320,000). AID 2174, 2009. recombinant LYPLA1. inhibition, % at 5.9 µM. Acyl-protein thioesterase 1 (Homo sapiens), O75608;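 active = inhibition above the mean of all tested compounds plus 3 SD, set per campaign, cut at about 14% in these data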;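 also: inhibitors block serine hydrolase probe labeling of LYPLA1 so polarization falls; 0% = enzyme with DMSO and 100% = wells lacking LYPLA1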
Target sequence (O75608 whole entry, looked up): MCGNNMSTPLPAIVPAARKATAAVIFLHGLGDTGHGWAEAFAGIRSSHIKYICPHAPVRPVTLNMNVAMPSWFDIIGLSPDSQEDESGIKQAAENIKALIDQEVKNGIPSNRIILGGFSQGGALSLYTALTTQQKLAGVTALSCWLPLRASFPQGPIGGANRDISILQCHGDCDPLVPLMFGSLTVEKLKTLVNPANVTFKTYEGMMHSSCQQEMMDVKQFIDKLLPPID
GSTO1 counter: inhibitors of recombinant GSTO1, primary screen, counter-screen for RBBP9 inhibitor project, biochemical, fluorescence polarization | activity-based probe fluorescence polarization | inhibition, % at 5.96 µM | actives 1.1% (n = 300,000) | AID 1974, 2009;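 active = inhibition above the campaign mean inhibition plus 3 SD, cut at about 35% in these data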;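 also: 0% = GSTO1-1 with DMSO and 100% = wells lacking GSTO1-1 enzyme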
Target sequence (P78417 whole entry, looked up): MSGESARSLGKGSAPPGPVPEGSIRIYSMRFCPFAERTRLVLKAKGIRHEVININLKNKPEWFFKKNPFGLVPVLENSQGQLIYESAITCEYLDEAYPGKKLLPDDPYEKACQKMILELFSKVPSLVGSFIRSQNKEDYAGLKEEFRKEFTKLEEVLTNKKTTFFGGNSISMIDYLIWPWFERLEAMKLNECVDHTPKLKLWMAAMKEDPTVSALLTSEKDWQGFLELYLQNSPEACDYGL
EBNA-1 inh: EBNA-1 DNA-binding inhibitors, primary screen, biochemical, fluorescence polarization; AID 1950, 2009; actives 0.34% (n = 300,000); inhibition, % at 14.8 µM; in the data active = inhibition above about 28%
PAD4 FP inh: human PAD4 inhibitors, primary screen, biochemical, fluorescence polarization, 1536-well format | Protein-arginine deiminase type-4 (Homo sapiens), Q9UM07 | recombinant PAD4, RCA probe fluorescence polarization | inhibition, % at 6.36 µM | actives 0.41% (n = 330,000);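 active = percent inhibition above a cutoff equal to the mean of all tested compounds plus 3 SD, cut at about 15% in these data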;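 also: 0% = PAD4 with RCA probe and DMSO and 100% = probe without PAD4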
PAFAH2 inh: PAFAH2 enzyme inhibitors, primary screen, biochemical, fluorescence polarization, human; actives 0.99% (n = 340,000); Platelet-activating factor acetylhydrolase 2, cytoplasmic (Homo sapiens), Q99487; AID 492956, 2010; inhibition, % at 3.39 µM; recombinant PAFAH2, FP-rhodamine activity probe;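 active = inhibition above the mean over all tested compounds plus 3 SD, cut at about 30% in these data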;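 also: inhibitors block probe labeling of enzyme so polarization drops; 0% = enzyme with DMSO and 100% = wells lacking PAFAH2 protein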
* marks the source's active call; other numbers are inactive results; . = not tested or not shown. This is a subset. The share of hits here may be higher or lower than overall.

#	SMILES	PAFAH1B3 inh	ZTA DNA inh	LYPLA2 inh	PREPL inh	LYPLA1 inh
1	Cc1cccc(N2CCN(C(=O)c3ccc(CS(=O)Cc4cccc(Cl)c4)o3)CC2)c1C (configuration not stated)	8	6	6	0	-1
2	CCOc1ccc(CNC(=O)C2CCCN(S(=O)(=O)N3CC(C)CC(C)C3)C2)cc1OC (configuration not stated)	4	-3	5	-1	1
3	Cn1cc([N+](=O)[O-])c(C(=O)NCc2ccccc2)n1	7	-27	2	14	2
4	Cc1ccc(S(=O)(=O)Nc2c(C)nc3nc(C)[nH]n3c2=O)c(C)c1	5	6	3	0	-1
5	CS(=O)(=O)c1ccc(Cl)c(NC(=O)CCCc2nc3ccccc3c(=O)[nH]2)c1	7	-12	7	5	6
6	OC1CCN(c2c3c(nc4cc(-c5cccc(F)c5)nn24)CCCC3)CC1	-2	-21	7	44*	4
7	CC(C(=O)N1CCc2ccccc21)N1CCN(S(=O)(=O)c2cccs2)CC1 (configuration not stated)	-5	-16	-6	-10	-4
8	CN1CCN(CC(O)COCc2ccc3c(c2)OCO3)CC1 (configuration not stated)	10	-17	1	0	1
9	CCCn1nnc(NC(=O)COc2cc(C)ccc2C(C)C)n1	10	2	3	16	-1
10	COc1ccc(CCNC(=O)c2cc(-c3cc(C)c(C)cc3O)n[nH]2)cc1OC	1	7	-2	15	-1
11	CC(C)(C)c1ccc(OCC(=O)NCc2ccco2)c(Br)c1	3	-10	4	-7	-1
12	CCCCCC1CCC(c2nnc(SCC(C)=O)o2)CC1 (configuration not stated)	-3	-1	35*	0	7

#	GSTO1 counter	EBNA-1 inh	PAD4 FP inh	PAFAH2 inh
1	-3	-5	3	7
2	2	4	1	-2
3	5	5	1	4
4	3	-6	0	21
5	5	0	-3	2
6	-9	3	-2	2
7	.	.	-3	7
8	2	-4	-3	5
9	1	-1	0	-3
10	5	14	-2	-8
11	-6	6	6	13
12	5	-5	-6	0

11 structures from above, ordered by molar mass, ascending:
#	SMILES	PAFAH1B3 inh	ZTA DNA inh	LYPLA2 inh	PREPL inh	LYPLA1 inh
3	Cn1cc([N+](=O)[O-])c(C(=O)NCc2ccccc2)n1	7	-27	2	14	2
8	CN1CCN(CC(O)COCc2ccc3c(c2)OCO3)CC1 (configuration not stated)	10	-17	1	0	1
12	CCCCCC1CCC(c2nnc(SCC(C)=O)o2)CC1 (configuration not stated)	-3	-1	35*	0	7
9	CCCn1nnc(NC(=O)COc2cc(C)ccc2C(C)C)n1	10	2	3	16	-1
4	Cc1ccc(S(=O)(=O)Nc2c(C)nc3nc(C)[nH]n3c2=O)c(C)c1	5	6	3	0	-1
11	CC(C)(C)c1ccc(OCC(=O)NCc2ccco2)c(Br)c1	3	-10	4	-7	-1
10	COc1ccc(CCNC(=O)c2cc(-c3cc(C)c(C)cc3O)n[nH]2)cc1OC	1	7	-2	15	-1
7	CC(C(=O)N1CCc2ccccc21)N1CCN(S(=O)(=O)c2cccs2)CC1 (configuration not stated)	-5	-16	-6	-10	-4
5	CS(=O)(=O)c1ccc(Cl)c(NC(=O)CCCc2nc3ccccc3c(=O)[nH]2)c1	7	-12	7	5	6
2	CCOc1ccc(CNC(=O)C2CCCN(S(=O)(=O)N3CC(C)CC(C)C3)C2)cc1OC (configuration not stated)	4	-3	5	-1	1
1	Cc1cccc(N2CCN(C(=O)c3ccc(CS(=O)Cc4cccc(Cl)c4)o3)CC2)c1C (configuration not stated)	8	6	6	0	-1

#	GSTO1 counter	EBNA-1 inh	PAD4 FP inh	PAFAH2 inh
3	5	5	1	4
8	2	-4	-3	5
12	5	-5	-6	0
9	1	-1	0	-3
4	3	-6	0	21
11	-6	6	6	13
10	5	14	-2	-8
7	.	.	-3	7
5	5	0	-3	2
2	2	4	1	-2
1	-3	-5	3	7

The list goes on:
#	SMILES	PAFAH1B3 inh	ZTA DNA inh	LYPLA2 inh	PREPL inh	LYPLA1 inh
13	COc1ccc(S(=O)(=O)Nc2ccccc2C(=O)NCc2cccnc2)cc1OC	1	-6	-1	6	0
14	Cc1ccc(-c2ccc(/C=N/NC(=O)c3ccccc3O)o2)cc1	.	14	2	8	-3
15	O=C(NCCc1ccc(Cl)cc1)c1cc2ccccn2n1	6	11	-1	-12	1
16	COC(=O)C(Cc1ccc(O)cc1)N1Cc2ccccc2C1=O (configuration not stated)	23	22	-6	6	2
17	Brc1ccccc1-c1nnc(-c2cccnc2)o1	-9	3	-2	-1	-1
18	COc1cc2c(cc1OC)C(c1cc3cc4c(cc3[nH]c1=O)OCO4)N(C(=O)C1CC1)CC2 (configuration not stated)	6	3	-1	6	0
19	Cc1cc(Cl)ccc1Oc1nc(-c2ccccc2)ncc1S(C)(=O)=O	8	2	-8	9	0
20	Cc1ccc(C(=O)N/C(=C/C=C/c2ccccc2)C(=O)NCc2ccco2)cc1	11	1	-5	-24	-4
21	CCOC(=O)c1cnc(SCC(=O)N2CCc3ccccc32)nc1N	8	-2	1	10	1
22	COC(=O)C1CCN(C(=O)COC(=O)[C@@H]2CC(O)CN2S(=O)(=O)c2ccc3c(c2)OCCO3)CC1 (some centres not stated)	2	5	3	1	2
23	Cc1ccc(NC(=S)NC(NC(=O)c2ccco2)C(Cl)(Cl)Cl)cc1 (configuration not stated)	-2	-5	-5	-5	-10
24	CCc1nn(CC(=O)NC(C)CCc2ccccc2)c(=O)c2cc3cc(F)ccc3n12 (configuration not stated)	-5	-11	8	-5	4

#	GSTO1 counter	EBNA-1 inh	PAD4 FP inh	PAFAH2 inh
13	4	11	2	7
14	-9	1	3	.
15	3	6	-1	1
16	5	13	-1	8
17	2	5	1	-8
18	-4	-5	-4	-1
19	4	9	-2	4
20	7	-7	-1	7
21	-3	-16	-5	3
22	1	10	4	-6
23	-4	-9	-3	1
24	0	0	-1	-2

(more compounds)
#	SMILES	PAFAH1B3 inh	ZTA DNA inh	LYPLA2 inh	PREPL inh	LYPLA1 inh
25	C/C(=C\c1ccc2c(c1)OCO2)C1Nc2cccc3cccc(c23)N1	21	2	8	29	-10
26	CC(Oc1ccccc1F)C(=O)NNC(=O)CCS(=O)(=O)c1ccccc1Cl (configuration not stated)	7	-12	1	-1	4
27	Cc1cc2cc(CNC(=O)c3cccc([N+](=O)[O-])c3)ccc2[nH]1	8	9	3	-5	-5
28	CN(CC(=O)Nc1cccc(F)c1)C(=O)c1ccc(OCc2ccccc2)cc1	4	6	5	-2	4
29	COc1ccccc1C1NC(=O)NC(C)=C1C(=O)Nc1cccc(C)c1C (configuration not stated)	2	7	-5	-1	3
30	Cc1ccc2nc(Nc3ccc(C)c(Cl)c3)c3nncn3c2c1	-5	-15	5	17	1
31	O=C(c1ccc(F)cc1)C1CCN(C(=S)Nc2ccccc2Cl)CC1	-3	-5	-1	-6	-1
32	COc1ccc(N2C(=O)/C(=C/N(C)C)NC2=S)cc1	2	-15	-5	0	-1
33	NS(=O)(=O)c1ccc(CCNC(=O)COC(=O)C2CCC2)cc1	-1	10	2	24	7
34	CCN(CC(=O)Nc1ccc([N+](=O)[O-])cc1OC)c1ccccc1	8	7	5	10	2
35	Cc1cc(NC(=O)C(C)Oc2ccc(Cl)cc2Cl)no1 (configuration not stated)	4	4	-2	-5	0
36	Cc1ccc(Cn2c(SCc3cccnc3)nc3c2c(=O)n(C)c(=O)n3C)cc1	2	9	6	-6	-1

#	GSTO1 counter	EBNA-1 inh	PAD4 FP inh	PAFAH2 inh
25	.	.	0	-9
26	-5	8	1	-1
27	1	-5	-1	-5
28	.	.	-4	2
29	-1	2	5	2
30	0	5	2	-1
31	5	9	-2	0
32	0	-12	-3	0
33	3	2	3	-2
34	2	4	3	2
35	-5	6	1	-1
36	0	-2	-6	-4

(cont.)
#	SMILES	PAFAH1B3 inh	ZTA DNA inh	LYPLA2 inh	PREPL inh	LYPLA1 inh
37	COCC(=O)N1CCC(Oc2ccc(C(=O)NCc3csc(C(C)C)n3)cc2)CC1	8	-10	3	1	0
38	CC(C)Nc1ncnc2c1cnn2-c1ccccc1	7	-3	2	3	2
39	COCCNC(=S)N/N=C(\C)c1ccccc1OC	4	-7	5	1	-1
40	CC(Oc1ccc(F)cc1F)C(=O)/C=C/N(C)C (configuration not stated)	1	-10	9	13	1
41	Cc1nn(Cc2ccccc2Cl)c(C)c1NC(=O)CCCn1nc([N+](=O)[O-])c(Cl)c1C	-6	1	6	7	3
42	Cc1cc(C)cc(NC(=O)c2ccc3c(c2)CCN3S(C)(=O)=O)c1	2	-10	5	-7	-4
43	O=C(c1ccc(Cn2ccc([N+](=O)[O-])n2)cc1)N1CCN(Cc2ccccc2)CC1	2	2	5	15	2
44	COc1ccc(NC(=S)N2CCC(NC(=O)c3ccccc3C)CC2)cc1	6	5	-5	-2	1
45	CCOCCc1nn2c(=O)cc(CSCC(=O)Nc3ccccc3)nc2s1	6	-22	5	11	0
46	CCOC(=O)c1ccc2nc(C)c(CCC(C)=O)c(Cl)c2c1	5	-11	6	-2	1
47	Cc1ccc(C(=O)NCCNC(=O)c2ccccn2)cc1	6	-3	-4	2	-4
48	Cc1ccc(NC(=O)c2ccc([N+](=O)[O-])cc2Cl)nc1	-7	-17	2	-2	-1

#	GSTO1 counter	EBNA-1 inh	PAD4 FP inh	PAFAH2 inh
37	2	-4	-1	-6
38	2	-3	5	1
39	-1	5	-1	-1
40	-7	-2	2	-9
41	3	-9	1	-5
42	-6	-3	3	-10
43	8	3	-3	1
44	7	0	-2	2
45	4	-3	0	6
46	-12	9	2	-7
47	4	-9	-4	2
48	2	-6	-1	-11

Continued:
#	SMILES	PAFAH1B3 inh	ZTA DNA inh	LYPLA2 inh	PREPL inh	LYPLA1 inh
49	CCc1ccc2c(c1)Sc1ccccc1CC2N1CCN(C)CC1 (configuration not stated)	7	-19	7	-38	3
50	Cc1ccc(C2CCN(C(=S)NC3CCCCC3)C2)cc1 (configuration not stated)	4	-6	1	7	-2
51	COc1cc2c(=O)n(CCC(=O)NCC3CCCO3)c(=O)n(CC(=O)Nc3ccc(F)cc3)c2cc1OC (configuration not stated)	5	-12	3	1	4
52	CCOC(=O)C1(Cc2ccccc2)CCCN(C(=O)c2cnn(CC)c2)C1 (configuration not stated)	8	0	13	-3	3
53	COc1ccccc1CN1C[C@@H]2C[C@@H](c3ccc4nsnc4c3)N3CCC[C@@]23C1=O	-1	-5	0	0	3
54	O=c1ccccn1Cc1c(F)cccc1Cl	11	11	-1	4	2
55	C=CCNC(=O)CSc1nc2sccc2c(=O)n1-c1ccccc1	-6	-7	-2	2	-1
56	O=C(COC(=O)c1ccc(O)cc1O)Nc1cc(-c2ccccc2)nn1-c1ccccc1	-4	-7	-31	15	-15

#	GSTO1 counter	EBNA-1 inh	PAD4 FP inh	PAFAH2 inh
49	1	-6	-4	0
50	5	4	-2	-2
51	5	1	-2	1
52	-2	-3	-4	1
53	-2	-4	-4	0
54	2	9	1	5
55	6	-6	-1	0
56	-22	-7	-5	-14
